# TNAP inh noacc – TNAP (human) inhibition, acceptor-free conditions; inhibition, % at 20 µM; 200,000 tested, 0.26% active; purified TNAP, CDP-star luminescence, 30 min;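 active means tissue-nonspecific alkaline phosphatase inhibition above about 50% at 20 µM in the single-dose screen, limit read from the data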;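 further: 0% = DMSO negative control and 100% = EDTA positive control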
# Target sequence (P05186 whole entry, looked up): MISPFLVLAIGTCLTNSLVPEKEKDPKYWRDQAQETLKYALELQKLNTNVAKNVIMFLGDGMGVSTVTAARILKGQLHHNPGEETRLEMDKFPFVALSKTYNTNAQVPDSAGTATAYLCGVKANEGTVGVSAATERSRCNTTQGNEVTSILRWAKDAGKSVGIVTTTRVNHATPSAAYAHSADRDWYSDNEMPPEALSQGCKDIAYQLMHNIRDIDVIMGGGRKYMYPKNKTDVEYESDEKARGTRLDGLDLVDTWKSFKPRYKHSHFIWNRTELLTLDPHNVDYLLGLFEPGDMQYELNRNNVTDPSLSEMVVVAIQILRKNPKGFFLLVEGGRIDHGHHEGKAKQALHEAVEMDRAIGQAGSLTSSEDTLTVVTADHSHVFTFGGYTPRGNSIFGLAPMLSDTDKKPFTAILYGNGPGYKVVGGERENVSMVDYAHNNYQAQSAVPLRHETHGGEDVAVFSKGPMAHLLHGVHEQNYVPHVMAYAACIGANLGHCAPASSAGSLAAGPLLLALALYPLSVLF
# PPARg SRC2 recr – PPARgamma-driven SRC-2 recruitment agonism | PPARgamma LBD-SRC-2 recruitment, biochemical | 200,000 tested, 0.34% active | AID 1032 | activation, % at 8 µM; in the data active means activation above about 22%;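 further: 0% = vehicle and 100% = reference agonist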
# Target sequence (P37231 whole entry, looked up, the tested form may be a part): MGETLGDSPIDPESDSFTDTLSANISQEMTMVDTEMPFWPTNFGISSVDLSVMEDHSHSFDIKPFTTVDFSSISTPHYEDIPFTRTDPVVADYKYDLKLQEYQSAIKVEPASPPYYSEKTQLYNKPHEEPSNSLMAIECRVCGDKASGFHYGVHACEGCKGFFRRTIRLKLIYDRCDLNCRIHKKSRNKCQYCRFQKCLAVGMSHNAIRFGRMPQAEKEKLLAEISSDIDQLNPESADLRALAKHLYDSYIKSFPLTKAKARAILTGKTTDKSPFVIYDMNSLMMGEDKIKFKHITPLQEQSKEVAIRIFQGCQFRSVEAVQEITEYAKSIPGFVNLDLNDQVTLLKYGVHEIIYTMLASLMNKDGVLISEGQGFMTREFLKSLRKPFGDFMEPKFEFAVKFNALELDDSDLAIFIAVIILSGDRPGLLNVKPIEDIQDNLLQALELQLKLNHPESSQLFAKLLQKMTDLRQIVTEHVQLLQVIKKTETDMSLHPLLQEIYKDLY
# bIAP inhibitor – intestinal alkaline phosphatase (bovine) inhibition; purified bovine IAP, CDP-star luminescence, 30 min; inhibition, % at 20 µM; 190,000 tested, under 10 active; AID 1019;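 active means over 50% inhibition of intestinal alkaline phosphatase at 20 µM in the single-dose screen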
#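 System: purified bovine intestinal alkaline phosphatase (IAP) enzyme; Input: IAP diluted 1/65,000,000 in the well; Measured by: CDP-star luminescence signal; Compound dosing: 20 µM single dose; Incubation: 30 min reaction at room temperature.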
# TNAP act hiacc – increases human TNAP activity under high phosphate acceptor concentration | activation factor at 20 µM | P05186 | 200,000 tested, under 10 active | purified TNAP, CDP-star luminescence, 1 M DEA, 30 min; hits give high values; 0 = EDTA background, 1 = DMSO-only activity;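 active means activation factor at least 2 at 20 µM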
#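 Test system – human TNAP · Doses – 20 µM single point · Incubation – 30 min, room temperature · Signal – luminescent substrate turnover signal · Read-out basis – activation factor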
# SRC2 TRFRET art – counter-screen for PPARgamma SRC-2 recruitment agonists: TR-FRET artefact; hits give high values; 200,000 tested, 0.4% active; TR-FRET ratio at 8 µM; AID 1049; in the data active means TR-FRET ratio above about 2000; further: inactives centre near 1500; reference of the scale not given here
# HMGR II inh – blocks class II HMG-CoA reductase of Enterococcus faecalis; purified E. faecalis HMGR, NADPH absorbance 340 nm kinetic; inhibition, % at 10 µM; 190,000 tested, 0.41% active;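 active means inhibition above a set limit, the median over all tested compounds plus 3 SD, cut at about 9.5% in these data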;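 further: enzyme runs in reverse so mevalonate oxidation gives rising NADPH absorbance; 0% = complete reaction with DMSO and 100% = background rate lacking mevalonate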
# bIAP activator – increases bovine intestinal alkaline phosphatase activity | purified bovine IAP, CDP-star luminescence, 30 min; hits give high values; fold of DMSO-control signal, blank-subtracted | activation factor at 20 µM | 200,000 tested, 0.17% active;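 active means activation factor of 2 or more at 20 µM, a signal rise over negative controls twice the positive control's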
# PPARg SRC-1 ag – agonists of human PPARgamma SRC-1 coactivator recruitment | P37231 | PPARgamma-SRC-1 coactivator recruitment biochemical assay | activation, % at 8 µM | 200,000 tested, 0.41% active; in the data active means activation above about 19%;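 further: 0% = DMSO and 100% = reference agonist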
# PPARg SRC-3 ag – agonists of human PPARgamma SRC-3 coactivator recruitment | biochemical PPARgamma/SRC-3 coactivator recruitment assay | activation, % at 8 µM | 200,000 tested, 0.26% active; in the data active means activation above about 23%;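 further: 0% = DMSO and 100% = reference agonist; some compounds past the cut are filed as inactive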
# TNAP inh hiacc – blocks human TNAP under high phosphate acceptor concentration | P05186 | purified TNAP, CDP-star luminescence, 1 M DEA | inhibition, % at 20 µM | 200,000 tested, 0.03% active | AID 1135;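 active means over 50% inhibition of tissue-nonspecific alkaline phosphatase at 20 µM in the single-dose screen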;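 further: plate controls were DMSO wells for no effect and EDTA-quenched wells as full inhibition for full effect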
# The depositor's hits bear a star. Random draw from the library. Share with any hit: about 1.6%.
SMILES,TNAP inh noacc,PPARg SRC2 recr,bIAP inhibitor,TNAP act hiacc,SRC2 TRFRET art,HMGR II inh,bIAP activator,PPARg SRC-1 ag,PPARg SRC-3 ag,TNAP inh hiacc
COCC(=O)Nc1nnc(COc2ccc(Cl)cc2)s1,-12,4,9,1,1428,-1,0.9,2,-6,-5
Cc1csc2ncnc(NCCc3ccccn3)c12,-7,7,-6,1,1658,-7,1.1,2,3,-3
CCc1nc2scc(-c3cccs3)c2c(=O)o1,-4,0,0,1,1557,-8,1,4,-10,0
CCOC(=O)C(C)(C)Sc1nc2c(cnn2-c2ccc(C)cc2)c(=O)[nH]1,-9,8,-35,1,1828,-4,1.4,6,2,-2
COc1ccc(/C=N/NS(C)(=O)=O)c(OC)c1,-8,-4,19,1,1450,-3,0.8,12,4,5
ONC(=Nc1ccccc1)c1ccc(Cl)cc1,-10,7,43,1,1632,-4,0.6,0,4,-4
CCOc1ccc(CN(C)CC(=O)c2c(N)n(Cc3ccccc3)c(=O)n(CC)c2=O)cc1OC,-7,8,-6,1,1646,-2,1.1,8,8,-5
O=C(CNC(=S)NC(=O)c1cccc([N+](=O)[O-])c1)c1ccccc1,-10,1,7,1,1552,1,0.9,-8,-1,5
COc1ccc(C(C)=O)cc1COc1ccccc1[N+](=O)[O-],2,2,-22,1,1655,-3,1.2,-2,2,-3
NC(=O)NC(CC(=O)NCCCc1ccccc1)c1ccccc1Cl (stereo not drawn),-6,-5,-18,1,1468,-3,1.2,-4,3,0
COc1ccc(CNC(=O)c2cc(-c3ccccc3OC)on2)cc1,-7,-2,8,1.1,1523,1,0.9,7,4,-7
CCCCC(=O)Nc1cccc(-c2csc(-c3ccccc3)n2)c1,-11,2,-12,1,1666,-4,1.1,6,8,-4
COc1cccc(NC(=O)CSc2ncnc3c2cnn3Cc2ccccc2)c1,-4,6,20,1,1637,-4,0.8,6,6,-2
COc1cccc(C2CC(=O)N3CN(c4ccccc4F)CSC3=C2C#N)c1 (stereo not drawn),-10,14,14,1,1720,-4,0.9,7,12,-1
O=[N+]([O-])c1cccc(C(=S)N2CCN(c3ccccc3F)CC2)c1,-8,3,21,1,1517,-5,0.8,4,5,0
O=C(NCc1ccccc1)c1ccc(N2C(=O)C3CCCCC3C2=O)cc1 (stereo not drawn),-1,6,17,1,1460,1,0.8,-1,5,3
Cn1c(=O)[nH]c(=O)c2c1nc(Br)n2CCOc1ccccc1,-1,3,9,1,1458,-7,0.9,5,-8,0
COC(=O)c1c(-c2cccs2)csc1NC(=O)CN1CCOCC1,-13,-8,2,1,1383,-1,1,-8,-3,-2
CC(=O)N(CCC(Cc1ccccc1)c1ccc2c(c1)OCO2)Cc1ccccc1F (stereo not drawn),-11,5,-1,1.1,1728,-2,1,-4,1,-7
O=C(Nc1ccccc1)c1ccc(NCc2cccnc2)c(S(=O)(=O)N2CCOCC2)c1,4,-3,-2,1,1425,-2,1,1,5,-2
CSc1nc2nc3c(c(=O)n2[nH]1)CN(Cc1ccccc1)CC3,-4,0,9,1.1,1554,-2,0.9,5,-10,-10
COC(=O)C1=NNC2(c3ccc(Cl)cc3)C(=O)N(c3ccc(Cl)cc3)C(=O)C12 (stereo not drawn),-4,-3,12,1,1507,-3,0.9,-7,5,-1
N#CCCn1cc(/C=N/NC(=O)c2ccncc2)c(-c2ccc(F)cc2)n1,-10,1,39,1,1529,2,0.6,-6,-4,0
C=CCNC(=O)COc1ccc(S(=O)(=O)Nc2ccc(OCC)cc2)cc1,-4,-8,17,1,1604,0,0.8,3,4,1
C[C@@H]1CN(Cc2nc(-c3ccc(Cl)cc3)no2)C[C@H](C)O1,-7,11,-2,1,1595,-6,1,8,6,-2
Cc1ccc(NC(=O)CCC(C(=O)O)N2C(=O)c3ccccc3C2=O)cc1 (stereo not drawn),-8,2,17,1.1,1784,-1,0.8,5,10,-7
Cc1cc(=O)n2[nH]c(-c3ccc(F)cc3)nc2n1,-7,-1,-1,1,1450,-3,1,-2,-4,-2
COC(=O)CN1C(c2ccc(Cl)cc2)=Nc2ccc(Cl)cc2C1c1ccccc1 (stereo not drawn),4,5,24,1,1769,-9,0.8,4,3,2
O=[N+]([O-])c1ccccc1S(=O)(=O)NCCc1ccncc1,-19,-5,-22,1.1,1589,0,1.2,0,-4,-5
CCOc1cc(C(c2c(C)[nH][nH]c2=O)c2c(C)[nH][nH]c2=O)ccc1OS(=O)(=O)c1ccccc1,24,13,-24,0.4,1777,-1,1.2,5,5,62*

# By substructure: the compounds so far containing a cyano group (2)
SMILES,TNAP inh noacc,PPARg SRC2 recr,bIAP inhibitor,TNAP act hiacc,SRC2 TRFRET art,HMGR II inh,bIAP activator,PPARg SRC-1 ag,PPARg SRC-3 ag,TNAP inh hiacc
COc1cccc(C2CC(=O)N3CN(c4ccccc4F)CSC3=C2C#N)c1 (stereo not drawn),-10,14,14,1,1720,-4,0.9,7,12,-1
N#CCCn1cc(/C=N/NC(=O)c2ccncc2)c(-c2ccc(F)cc2)n1,-10,1,39,1,1529,2,0.6,-6,-4,0

# The listing continues.
SMILES,TNAP inh noacc,PPARg SRC2 recr,bIAP inhibitor,TNAP act hiacc,SRC2 TRFRET art,HMGR II inh,bIAP activator,PPARg SRC-1 ag,PPARg SRC-3 ag,TNAP inh hiacc
COc1ccc(-c2cn3c(C)c(C(=O)Nc4cccc(C)n4)sc3n2)cc1,-2,2,9,1,1433,3,0.9,-8,-4,-2
COc1cc(/C=N/Nc2ccc([N+](=O)[O-])cc2S(=O)(=O)N2CCOCC2)cc(OC)c1OC,9,4,-28,0.9,1595,-3,1.3,3,9,13
Cc1ccc(NC(=O)C2CC(=O)N/C(=N/N=C/c3ccco3)S2)cc1C (stereo not drawn),-6,1,19,1,1595,-4,0.8,-6,4,-1
CCOC(=O)c1cnc2ccc(OCC)cc2c1N1CCN(c2ccccc2OC)CC1,-7,4,0,1.1,1513,-4,1,4,7,-5
Cc1ccc2c(CC(=O)N3CCN(S(=O)(=O)c4cccs4)CC3)coc2c1,-3,3,12,1,1586,7,0.9,-1,-6,-3
Cc1cc(N2CCN(c3ccccc3)CC2)nc(-n2nc(C)cc2C)n1,-8,-6,4,1.1,1570,0,1,-2,14,-7
NS(=O)(=O)c1ccc(CCNC(=S)Nc2ccccc2)cc1,-17,-2,11,1,1346,-1,0.9,-4,-3,-1
Cc1ccc(OCc2n[nH]c(=S)n2N)cc1C,2,5,14,1,1435,-4,0.9,-3,0,-4
COc1ccccc1NC(=O)CSc1nc(O)c(Cc2ccccc2)c(=O)[nH]1,-2,-4,3,1,1405,-6,1,2,1,-3
COc1ccc2nc(-c3ccccc3)[nH]c2c1,-5,12,30,1.1,1625,0,0.7,1,12,-6
COc1ccc(/C=C/C(=O)OCc2csc(-c3ccccc3)n2)cc1OC,25,1,18,1,1729,-1,0.8,6,7,-2
CCOC(=O)Cc1csc(NC(=O)/C=C\c2ccccc2)n1,-3,0,-3,1,1452,-7,1,1,-6,-2
COc1ccc(/C=C/C(=O)NC(=S)N2CCN(C)CC2)cc1,-12,-1,2,1.1,1524,0,1,-2,3,-6
COC(=O)C(/C=N/OCc1ccc([N+](=O)[O-])cc1)NC(=O)c1cccc(Cl)c1 (stereo not drawn),-13,9,16,1,1588,-2,0.8,-5,7,-4
CN(Cc1ccccc1)Cc1nc2c(c(=O)n(C)c(=O)n2C)n1Cc1ccccc1Cl,-7,5,-2,1,1664,-10,1,6,9,-4
C/C(=N\N1C(=O)c2ccccc2NC1c1ccccc1)c1ccccc1O (stereo not drawn),-5,6,1,1,1418,-8,1,-3,3,0
Cc1cc2c(ncn2Cc2ccccc2)c([N+](=O)[O-])c1C,-11,5,14,1.1,1624,-8,0.9,-1,-3,-6
CCOc1ccc(Cn2nnc(C(=O)Nc3cc(C)cc(C)c3)c2N)cc1,-6,2,8,1,1404,-6,0.9,6,-8,-2
O=[N+]([O-])c1ccc(C2Oc3ccccc3C3CC(c4ccccc4)=NN32)s1 (stereo not drawn),-8,-1,2,0.9,1744,-3,1,2,0,7
CC(C)n1c(SC2C(=O)CC(C)(C)CC2=O)nc2c1c(=O)n(C)c(=O)n2C,-14,9,10,1,1483,1,0.9,1,5,-4
COc1ccc(CNC(=O)C(c2ccco2)N(C(=O)c2csnn2)c2cccc(C)c2C)cc1 (stereo not drawn),-8,1,12,1,1522,2,0.9,1,9,-2
CC(C)Oc1ccc(Nc2ncnc3ccccc23)cc1,-12,4,12,1.1,1518,-1,0.9,7,3,-6
N#CC1(C#N)COC23CCCCC2C1(C#N)C(=N)O3 (stereo not drawn),-1,2,-7,1,1689,-9,1.1,2,13,-4
N#C/C(=C\c1ccc(OCC(N)=O)cc1)c1ccccc1,-6,6,-12,1,1734,1,1.1,10,3,-2
Cc1cc(N2CCCC2)c(F)cc1/C=C\[N+](=O)[O-],10,2,7,0.8,1579,-2,0.9,-3,0,16
CCCCn1c(N)c(NCc2ccccc2)c(=O)[nH]c1=O,2,2,7,1,1587,-9,0.9,13,3,0
O=S(=O)(c1ccc2c(c1)nc(COc1ccc(Cl)cc1)n2CC1CCCO1)N1CCOCC1 (stereo not drawn),-10,9,-9,1,1435,-2,1.1,1,2,-3
Cc1ccc(C)c(/C(O)=C2\C(=O)C(=O)N(CCCN3CCOCC3)C2c2cccnc2)c1 (stereo not drawn),-8,5,14,1,1645,0,0.9,-6,-3,-4
CCOC1=NN(c2ncc(C(F)(F)F)cc2Cl)C(=O)C1,0,-1,-5,1.1,1463,-10,1,4,-4,-5
O=C1NC(=O)c2cc(Br)cc3cccc1c23,-13,3,-5,1,1405,-8,1,-2,3,0

# The closing 2 records of the section above come first, to join the parts:
SMILES,TNAP inh noacc,PPARg SRC2 recr,bIAP inhibitor,TNAP act hiacc,SRC2 TRFRET art,HMGR II inh,bIAP activator,PPARg SRC-1 ag,PPARg SRC-3 ag,TNAP inh hiacc
CCOC1=NN(c2ncc(C(F)(F)F)cc2Cl)C(=O)C1,0,-1,-5,1.1,1463,-10,1,4,-4,-5
O=C1NC(=O)c2cc(Br)cc3cccc1c23,-13,3,-5,1,1405,-8,1,-2,3,0
O=C(NC1CC1)C1C2C3C4CC5C3C5C4C12 (stereo not drawn),2,5,0,1,1627,-2,1,10,3,-5
O=C(CCC(=O)Nc1ccc(Cl)cc1Cl)N/N=C/c1ccc([N+](=O)[O-])o1,-8,5,2,1,1572,-5,1,3,1,-3
CCCCCCn1c(CN2CCN(CCO)CC2)nc2c1c(=O)n(C)c(=O)n2C,-10,1,3,1,1517,-6,1,-1,-3,-3
CC(=O)N(c1nc(CCl)cs1)c1cccc(C)c1C,-15,0,-7,1.1,1536,-9,1.1,1,-1,-7
Cc1cccc(C(CC(=O)O)NC(=O)C(F)(F)F)c1 (stereo not drawn),-1,4,4,0.9,1567,-1,1,3,2,5
COC(=O)c1c(NC(=O)C2CC2)sc2c1CCN(C(C)=O)C2,-4,-11,0,1.1,1515,-3,1,5,-10,-6
COc1cc(S(=O)(=O)N2CCN(C(=O)c3ccccc3)CC2)c(OC)cc1Br,-12,-13,3,1,1438,-4,1,4,-3,-3

# Grouped by structure, the compounds so far with a COOH group.
SMILES,TNAP inh noacc,PPARg SRC2 recr,bIAP inhibitor,TNAP act hiacc,SRC2 TRFRET art,HMGR II inh,bIAP activator,PPARg SRC-1 ag,PPARg SRC-3 ag,TNAP inh hiacc
Cc1ccc(NC(=O)CCC(C(=O)O)N2C(=O)c3ccccc3C2=O)cc1 (stereo not drawn),-8,2,17,1.1,1784,-1,0.8,5,10,-7
Cc1cccc(C(CC(=O)O)NC(=O)C(F)(F)F)c1 (stereo not drawn),-1,4,4,0.9,1567,-1,1,3,2,5

# Bioassay records deposited in PubChem BioAssay by several laboratories.
